# POLH inh: qHTS for Inhibitors of Polymerase Eta; recombinant Pol eta, fluorescent DNA replication assay; Potency, µM (highest dose often 114 µM), without a hit: at the top dose activity change, negative = inhibition, hits mostly inhibitors; DNA polymerase eta (Homo sapiens), Q9Y253; 1.2% of 390,000 active; also: potency is read from the fitted curve at half-maximal effect; % is scaled to controls: 0 for no effect and ±100 for the full control effect
# Target sequence (Q9Y253 whole entry, looked up): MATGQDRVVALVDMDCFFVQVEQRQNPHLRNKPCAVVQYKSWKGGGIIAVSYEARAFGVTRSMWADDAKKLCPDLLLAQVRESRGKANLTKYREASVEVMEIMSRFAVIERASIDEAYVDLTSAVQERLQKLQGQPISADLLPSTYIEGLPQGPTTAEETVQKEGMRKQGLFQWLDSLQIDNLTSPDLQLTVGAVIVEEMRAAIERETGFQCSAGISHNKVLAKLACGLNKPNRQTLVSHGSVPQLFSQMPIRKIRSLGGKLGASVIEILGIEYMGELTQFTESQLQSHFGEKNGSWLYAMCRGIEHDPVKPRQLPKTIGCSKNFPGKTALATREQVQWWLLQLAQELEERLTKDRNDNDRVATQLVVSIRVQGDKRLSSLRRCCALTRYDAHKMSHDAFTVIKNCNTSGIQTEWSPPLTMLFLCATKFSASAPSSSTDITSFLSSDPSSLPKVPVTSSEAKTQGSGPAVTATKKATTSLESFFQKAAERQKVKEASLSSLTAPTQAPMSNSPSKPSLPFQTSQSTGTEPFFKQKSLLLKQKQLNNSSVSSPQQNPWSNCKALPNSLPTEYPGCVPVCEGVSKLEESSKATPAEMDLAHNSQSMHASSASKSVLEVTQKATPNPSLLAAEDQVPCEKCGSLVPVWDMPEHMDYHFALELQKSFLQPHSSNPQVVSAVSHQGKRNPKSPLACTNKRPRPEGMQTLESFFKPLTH
#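 Pol eta at 10 nM preincubated with compounds 15 min at room temperature; reaction started with fluorescent substrate (50 nM final) and read kinetically at 0 and 10 min.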
# Anesthetic bind: qHTS Assay for Identification of Novel General Anesthetics; 0.074% of 350,000 active; Potency, µM (titrated, usually from 77.5 µM), without a hit: top-dose activity change, negative = displacement, most hits filed as inhibitors; Ferritin light chain (Equus caballus), P02791; apoferritin/1-aminoanthracene competitive binding, fluorescence; AID 485281, 2010; also: potency is read from the fitted curve at half-maximal effect; % is scaled to controls: 0 for no effect and ±100 for the full control effect; nearly all actives have a fitted effect of over 20% in size
#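 Horse-spleen apoferritin (10 uM) in 50% saturated 1-aminoanthracene in PBS was incubated 10 min at room temperature with compound. Fluorescence (ex 380, em 535 nm) was normalized to free and bound 1-AMA, with concentration-response fitted by a four-parameter Hill equation.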
# APE1 inh: qHTS Assay for Inhibitors of the Human Apurinic/apyrimidinic Endonuclease 1 (APE1). Potency, µM (titrated, usually from 65.8 µM), inactives show at the highest dose activity change, negative = inhibition, hits mostly inhibitors. 0.35% of 350,000 active. DNA repair nuclease/redox regulator APEX1 (Homo sapiens), P27695. recombinant APE1, TAMRA/BHQ-2 abasic DNA cleavage fluorescence;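 also: potency is read from the fitted curve at half-maximal effect; plate controls were vehicle for no effect and reference inhibitor for full effect; nearly all actives have a fitted effect of over 55% in size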
# Target sequence (P27695 whole entry, looked up): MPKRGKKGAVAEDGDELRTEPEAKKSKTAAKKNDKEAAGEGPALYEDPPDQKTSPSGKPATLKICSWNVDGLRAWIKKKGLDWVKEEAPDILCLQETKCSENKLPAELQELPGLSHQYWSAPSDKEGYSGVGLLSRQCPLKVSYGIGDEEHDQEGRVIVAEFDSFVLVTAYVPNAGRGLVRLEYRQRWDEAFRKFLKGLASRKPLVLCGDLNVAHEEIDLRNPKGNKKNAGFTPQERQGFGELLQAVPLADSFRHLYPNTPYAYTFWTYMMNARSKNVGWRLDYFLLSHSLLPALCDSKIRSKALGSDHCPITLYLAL
#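 APE1 at 0.75 nM preincubated 15 min at room temperature with compound. Reaction then started with 50 nM double-stranded THF-abasic substrate labelled with TAMRA/BHQ-2, and 525/598 nm fluorescence read kinetically. Activity taken as third-minus-first read difference, normalized to DMSO and NSC13755 controls.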
# LDHA block: qHTS assay for inhibitors of human lactate dehydrogenase | L-lactate dehydrogenase A chain (Homo sapiens), P00338 | purified LDHA, NADH/diaphorase-resazurin fluorescence; active compounds read low | activity change, % (values are at about 110 or 230 µM) | 0.15% of 480,000 active; in the data active = activity change below about -30%; inconclusive = mostly about -25% to -30%;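 also: plate controls were DMSO wells for no effect and wells without enzyme for full effect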
#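 LDH5 2 nM; NADH 0.06 mM, pyruvate 0.2 mM; 200 mM Tris pH 7.4, EDTA, Tween-20; 5 min RT. Detection: diaphorase 0.133 mg/mL + resazurin 37 µM, fluorescence ex540/em590 at 0 and 20 min; normalized to enzyme-free and DMSO wells.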
# POLB inh: qHTS Assay for Inhibitors of DNA Polymerase Beta. P06746. 1.3% of 340,000 active. Potency, µM (doses to about 114 µM), without a hit: at the top dose activity change, negative = inhibition, usual class: inhibitors. Pol beta primer extension/strand displacement, fluorescence kinetic; also: potency is read from the fitted curve at half-maximal effect; % is scaled to controls: 0 for no effect and ±100 for the full control effect
#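 Homogeneous kinetic assay of primer extension and strand displacement by 10 nM Pol beta, preincubated 15 min at room temperature with compound before 50 nM substrate (final) was added. Read at 0 and 10 min; four-parameter Hill fit.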
# Pol kappa inh: qHTS for Inhibitors of Polymerase Kappa; purified Pol kappa, fluorescent DNA synthesis assay, 10 min; AID 588579, 2011; 0.53% of 400,000 active; DNA polymerase kappa (Homo sapiens), Q9UBT6; Potency, µM (doses to about 107 µM), inactives show top-dose activity, negative = inhibition, actives largely listed as inhibitors; also: potency is read from the fitted curve at half-maximal effect; % is scaled to controls: 0 for no effect and ±100 for the full control effect
#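 50 nM final substrate added after 15 min RT preincubation of 10 nM Pol kappa with compound; fluorescence read at 0 and 10 min.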
# GRP78 ERSR act: qHTS for Inducers of the Endoplasmic Reticulum Stress Response (ERSR) in Human Glioma: qHTS | 0.02% of 420,000 active | Potency, µM, for the others: top-dose activation, usual class: activators | U87-MG GRP78 promoter luciferase reporter, 16 h; also: potency is read from the fitted curve at half-maximal effect; series mostly up to about 76 µM; % of control where 0% means no effect; nearly all actives have a fitted effect of over 35% in size
#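 Stably transfected U87-MG human glioma cells carrying a GRP78-based luminescent sensor were seeded at 1000 cells/well, pin-dosed with compounds and incubated 16 h. Luciferase reagent was then added, and end-point luminescence was read after 10 min at room temperature.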
# POLI inh: qHTS for Inhibitors of Polymerase Iota | DNA polymerase iota (Homo sapiens), Q9UNA4 | Pol iota fluorescent replication assay, 10 min | Potency, µM (top dose mostly 115 µM), inactives show top-dose activity, negative = inhibition, actives largely listed as inhibitors | 1% of 390,000 active | AID 588590, 2011; also: potency is read from the fitted curve at half-maximal effect
#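 Fluorescent replication assay read twice, at 0 min and 10 min after adding 50 nM (final) substrate. Enzyme (10 nM) and compounds were first incubated 15 min at room temperature; enzyme-free buffer wells were negative controls.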
# BLM helicase inh: qHTS Assay for Inhibitors of Bloom's syndrome helicase (BLM); recombinant BLM DNA unwinding, fluorescence dequenching; Potency, µM (titrated, usually from 56.1 µM), for inactives: at the top dose activity change, negative = inhibition, most hits filed as inhibitors; 0.2% of 350,000 active;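 also: potency is read from the fitted curve at half-maximal effect; plate controls were vehicle for no effect and no enzyme for full effect; nearly all actives have a fitted effect of over 35% in size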
# * marks the source's active call; other numbers are inactive results; ? = inconclusive; . = no result given; & = joins results of further samples; [ ] = another dose, or the depositor's remark. Unless noted, calls follow the shape of the dose curve; as a rule, active = well fitted curve in the direction sought with a large enough effect; inconclusive = small, poorly fitted or top-dose-only effect, or another doubt; inactive = no such curve, though single readings can be large; an effect the other way counts as inactive or inconclusive. These rows are one share of the data. The share of hits here may be higher or lower than overall.
Compound	POLB inh	Pol kappa inh	POLH inh	GRP78 ERSR act	BLM helicase inh	APE1 inh	POLI inh	LDHA block	Anesthetic bind
CC(=O)Nc1nonc1NC(=O)CSc1ncn[nH]1	4%	1%	7%	-2%	2%	-1%	7%	-2	-5%
CCOC(=O)C1=C(C(=O)OCC)c2ccc(OC)c(OC)c2C1	.	0%	-10%	0%	.	.	16%	3	.
Cc1ccc(S(=O)(=O)N2CCC(C(=O)NCCc3ccccc3)CC2)cc1	2%	5%	-6%	-4%	-1%	-1%	27%	-3	-3%
COc1cccc(NS(=O)(=O)c2cc3c(cc2C)N(C)CCO3)c1	-2%	1%	-19%	-6%	-2%	-9%	12%	-17	-16%
Cc1ccc(NC(=O)[C@H]2O[C@@H]3OC(C)(C)O[C@@H]3[C@H]3OC(C)(C)O[C@H]32)cc1F	27%	-8%	-14%	-1%	-3%	.	-13%	-2	0%
COc1ccc(-c2cc(C(=O)NC(Cc3cc4ccccc4[nH]3)C(=O)O)c(C)o2)cc1OC (stereo unspecified)	11%	-7%	-9%	3%	1%	-8%	62%[activator]	-4	-1%
CNC(=O)NC(=O)CSc1ccc(S(=O)(=O)N2CCOCC2)cn1	.	6%	-14%	2%	.	-8%	16%	-2	.
Cc1cccc(C(C)C)c1NC(=O)COC(=O)Cc1ccsc1	8%[57.1 µM]	2%	-19%	-4%	3%	0%	15%	-4	-7%
CCOC(=O)c1c(NC(=O)C(C)OC(=O)C2=COCCO2)sc2c1CCCC2 (stereo unspecified)	.	2%	-22%	-5%	.	1%	14%	1	.
CC(Oc1ccccc1Cl)C(=O)Nc1ccc(S(=O)(=O)Nc2nccs2)cc1 (stereo unspecified)	.	1%	-2%	0%	.	0%	-21%	-11	.

# Further results.
Compound	POLB inh	Pol kappa inh	POLH inh	GRP78 ERSR act	BLM helicase inh	APE1 inh	POLI inh	LDHA block	Anesthetic bind
COc1c(F)c(F)c(C(=O)Nc2ccc(NC(=O)Cc3ccccc3)cc2)c(F)c1F	?	-2%	-16%	-2%	-7%	1%	35%[activator]	-9	-2%
CC(C)Oc1ccc(/C(O)=C2/C(=O)C(=O)N(CCN3CCNCC3)C2c2cccc([N+](=O)[O-])c2)cc1 (stereo unspecified)	-14%	-9%	-20%	-4%	0%	44%	69%[activator]	-2	-18%
CCOc1c(Br)cc(C2NC(=O)CCC2[N+](=O)[O-])cc1OC (stereo unspecified)	29%	-4%	-25%	-4%	0%	16%	23%	-6	-7%
CCOc1ccccc1C(=O)N[C@H](C(=O)OCc1csc(CC(=O)Nc2ccc(C)cc2)n1)C(C)C	.	-1%	-11%	-4%	.	36%[activator]	43%[activator]	3	.
COc1ccc(NC(=O)c2cc(OC)c(OC)c(OC)c2)cn1	45%	-4%	-9%	-3%	1%	-3%	18%	2	-5%
C#Cc1ccc([C@@H]2C=C(C(=O)NCc3ccccc3)O[C@H](OCc3ccc(CO)cc3)C2)cc1	12%	-6%	-26%	-5%	-8%	-4%	5%	3	-12%
Cc1ccc(S(=O)(=O)N(C)C)cc1NC(=O)COC(=O)c1ccc2c(c1)NC(=O)CS2	18%	-16%	-17%	-1%	-3%	-5%	-14%	-1	-23%
Cc1[nH]c2ccc(-c3n[nH]c(=S)n3-c3ccccc3)cc2c1C	14%	0%	-8%	-4%	1%	8%	3%	-7	-5%
COc1ccc(C(C#N)N2N=C(C)CC2c2ccccc2)cc1 (stereo unspecified)	-3%	8%	-3%	-10%	0%	18%	16%	1	-2%
Cc1ccc(Oc2nc(-c3cccnc3)nc3ccccc23)c([N+](=O)[O-])n1	42%[activator]	-26%	-5%	-6%	-4%	-8%	184%[activator]	-9	-16%

# (continued)
Compound	POLB inh	Pol kappa inh	POLH inh	GRP78 ERSR act	BLM helicase inh	APE1 inh	POLI inh	LDHA block	Anesthetic bind
O=C(O)c1ccc(N2C(=O)CC(SC(=Nc3ccccc3)Nc3ccccc3)C2=O)cc1 (stereo unspecified)	5%	-3%	3%	8%	3%	4%	15%	-3	-6%
COc1ccc(C(=O)N(CN2CCCC2=O)c2ccccc2OC)cc1OC	-26%	3%	-4%	-2%	-10%	-1%	0%	-3	-1%
CCN(CC)c1ccc(NC(=O)COC(=O)CSc2ccc(Br)cc2C)cc1	13%	-20%	-7%	-4%	-14%	2%	-1%	8	4%
Cc1cc(NC(=O)CCSc2nc(-c3ccco3)cc(C(F)(F)F)n2)no1	33%	8%	-15%	-3%	-2%	4%	4%	-6	-9%
C=CCSc1nnc(NC(=O)CN2C(=O)NC3(CCCC3)C2=O)s1	7%	-3%	-4%	-4%	1%	14%	8%	-5	-1%
CN(C)c1ncc(C(=O)NCc2ccccc2Cl)cn1	9%	1%[60.1 µM]	.	.	-1%	.	0%	4&-2	-4%
Cc1cc(COc2ccccc2O)on1	21%	-7%	-17%	-3%	2%	3%	5%	1	-18%
Cn1nc(C(=O)N2CCN(S(=O)(=O)c3ccccc3)CC2)c2ccccc2c1=O	-4%	-9%	-2%	-5%	-1%	11%	9%	-2	-12%
Cc1nc(N2CCN(Cc3ccccc3)CC2)[nH]c(=O)c1C	-4%	0%	-1%	-3%	-3%	1%	20%	-12&0	2%
CC(C)(C)c1ccc(-n2ncc3c2CCCC3NC(=O)CN2CCOC2=O)cc1 (stereo unspecified)	54%	-13%	-9%	12%	-1%	3%	15%	-6	-10%

# Further records follow:
Compound	POLB inh	Pol kappa inh	POLH inh	GRP78 ERSR act	BLM helicase inh	APE1 inh	POLI inh	LDHA block	Anesthetic bind
O=C(CN1CCN(S(=O)(=O)c2ccc(Br)cc2)CC1)N/N=C/c1cc([N+](=O)[O-])ccc1Cl	29%	1%	-22%	-2%	-3%	-3%	10%	-4	3%
Cc1cccc(NC(=O)CN2C(=O)c3cccnc3Oc3ccc(Cl)cc32)c1C	1%	-1%	-7%	-2%	-8%	.	-14%	4	?
COc1ccc(NC(=S)N2CCN(Cc3cccc(F)c3)CC2)c(OC)c1	1%	1%	-6%	-2%	-9%	-2%	76%[activator]	-3	-14%
COc1ccc(NC(=O)c2ccco2)cc1NC(=O)COc1ccc(Cl)c(C)c1	5%	1%	-14%	-9%	-1%	.	6%	-9	1%
COc1ccc(C(=O)NC2CCN(C(=S)Nc3cc(C)ccc3C)CC2)cc1	-14%	-5%	-1%	-1%	1%	7%	3%	-16	0%
O=C(NCc1cccc(Cl)c1)c1ccc2c(Cl)c3c(nc2c1)CCCC3	0%	-5%	-16%	-3%	-7%	.	28%	-12	-18%
Nc1nc(Nc2cccc(Cl)c2)n[nH]1	-2%	-1%	12%	8%	-5%	?	-10%	-2	4%
Brc1ccc(C2=Nn3cnnc3SC2)cc1	20%	-18%	-10%	-4%	-3%	-1%	46%[activator]	-5	-12%
COc1ccc(CCNC(=O)C23CCC(C)(C(=O)O2)C3(C)C)cc1OC (stereo unspecified)	7%	8%	-10%	-4%	1%	-1%	28%	-1	-2%
O=C1CN(C(=O)COC(=O)CNS(=O)(=O)c2ccccc2)c2ccccc2N1	10%	-11%	6%	-6%	-2%	1%	80%[activator]	-6	-6%

# Other results
Compound	POLB inh	Pol kappa inh	POLH inh	GRP78 ERSR act	BLM helicase inh	APE1 inh	POLI inh	LDHA block	Anesthetic bind
Cc1cc(NS(=O)(=O)c2ccc(NC(=O)/C=C/c3c(F)cccc3Cl)cc2)no1	2%	-8%	11%	-3%	2%	-8%	14%	-15	-11%
CCNC(=S)N1CCC(C(=O)c2ccc(Cl)cc2)CC1	2%	7%	-12%	2%	2%	-15%	-9%	1	-3%
COC(=O)c1sccc1NC(=O)CSc1ccccc1NS(=O)(=O)c1cc(Cl)ccc1Cl	-2%	-8%	-4%	-10%	-6%	-7%	?	-4	-3%
CCN1C[C@@H]2[C@@H]3C(=O)N(Cc4ccccc4)C(=O)[C@@H]3[C@](CC)(C1=O)N2C(=O)c1ccc(C(C)(C)C)cc1	.	3%	-10%	-2%	.	.	8%	0	.
CC(C(=O)NCC1CCCO1)N1C(=O)C2C3CC(C(Br)C3Br)C2C1=O (stereo unspecified)	3%	-4%	-5%	14%	-5%	?	22%	-20	-12%
CCN(CC)S(=O)(=O)c1cccc(-c2nnc(SCC#N)n2Cc2ccccc2)c1	11%	-7%	5%	-5%	-4%	?	20%	3	-20%
Cc1ccc(OCC(=O)c2c(N)n(C)c(=O)n(C)c2=O)c([N+](=O)[O-])n1	.	35µM*	11µM*	4%	.	15µM*	10µM*	4	.
Cc1cccc(-c2nn3c(=O)cc(CN4CCN(C(=O)/C=C/c5ccccc5)CC4)nc3s2)c1	28%	-1%[60.1 µM]	-2%	0%	-2%	.	?	-5	-8%
S=C(c1ccc(N2CCCC2)c(Br)c1)N1CCCCC1	-1%	-12%	-9%	1%	-2%	1%	107%[activator]	-6	?
COc1ccc(-c2csc3ncnc(N4CCN(c5ccccc5O)CC4)c23)cc1	27%	-6%	-7%	-3%	-7%	-13%	3%	-1	?
COc1ccc(Cc2nc3ccccc3n2CC(=O)N/N=C/c2ccccc2)cc1OC	2%	-2%	-17%	-4%	3%	13%	16%	-7	-11%
CN1CCCN(C(=O)C2CCC(C(=O)N3CCCN(C)CC3)CC2)CC1 (stereo unspecified)	43%	-18%	-13%	-4%	2%	20%	143%[activator]	-5	-1%
Cn1c(=O)[nH]c(=O)c2c1nc(SCC(N)=O)n2Cc1cccc(Br)c1	15%	-20%	-15%	3%	-13%	17%	33%[activator]	-4	-2%

# Compound activity as filed in PubChem BioAssay.
